TrxR1 inh – rat TrxR1 inhibition | Potency, µM (titrated, usually from 114 µM), for the others: at the top dose activity change, negative = inhibition, usual class: inhibitors | actives 1% (n = 390,000) | recombinant rTrxR1, NADPH fluorescence consumption, selenite substrate | AID 588453; further: on the % scale 0 is the no-effect control and ±100 the full control effect; nearly all actives have a fitted effect of over 65% in size
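Rat TrxR1 (90 nM in the dispensed reagent) was pre-reduced with 400 uM NADPH for 5 min at room temperature, then incubated with compound for 15 min. After 400 uM selenite was added, NADPH fluorescence (Ex 340/Em 450 nm) was followed for 8 min.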
Pin1 inh – human Pin1 inhibition; Q13526; Pin1 FP peptide displacement, HiFluor488, 10 min; Potency, µM (highest dose often 115 µM), inactives show top-dose activity, negative = inhibition, usual class: inhibitors; actives 0.009% (n = 390,000); AID 504891; active means well fitted inhibition curve with a large enough effect in the polarisation, with a control signal flat, not every such curve was filed as active; inconclusive means small, poorly fitted or top-dose-only effect, or effect the other way, or a change in a side signal; inactive means no such curve, though single readings can be large or run the other way; the % refers to the polarisation; further: on the % scale 0 is the no-effect control and ±100 the full control effect
HP1b chromo inh – blocks HP1-beta chromodomain binding to methylated histone tails; P83916; AlphaScreen HP1-beta / biotin-H3K9me3 peptide binding; Potency, µM (top dose mostly 114 µM), for inactives: at the top dose activity change, negative = inhibition, actives largely listed as inhibitors; actives 0.56% (n = 390,000); further: nearly all actives have a fitted effect of over 70% in size; inactives centre near 23
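AlphaScreen: HP1-beta (50 nM) preformed 30 min with biotin-H3(1-18)K9me3 peptide (50 nM) in PBS pH 7.4, 0.01% Tween-20. Compound added for 30 min at RT, then streptavidin donor/nickel chelate acceptor beads (10 ug/mL) for 30 min.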
Tb PGK inh – inhibitors of T. brucei phosphoglycerate kinase | PGK/GAPDH coupled, Kinase-Glo luminescence, 60 min | AID 602233 | actives 0.043% (n = 380,000) | Potency, µM (titrated, usually from 57.5 µM), without a hit: top-dose activity change, negative = inhibition, usual class: inhibitors; further: on the % scale 0 is the no-effect control and ±100 the full control effect; nearly all actives have a fitted effect of over 60% in size
Target sequence (P07378 whole entry, looked up): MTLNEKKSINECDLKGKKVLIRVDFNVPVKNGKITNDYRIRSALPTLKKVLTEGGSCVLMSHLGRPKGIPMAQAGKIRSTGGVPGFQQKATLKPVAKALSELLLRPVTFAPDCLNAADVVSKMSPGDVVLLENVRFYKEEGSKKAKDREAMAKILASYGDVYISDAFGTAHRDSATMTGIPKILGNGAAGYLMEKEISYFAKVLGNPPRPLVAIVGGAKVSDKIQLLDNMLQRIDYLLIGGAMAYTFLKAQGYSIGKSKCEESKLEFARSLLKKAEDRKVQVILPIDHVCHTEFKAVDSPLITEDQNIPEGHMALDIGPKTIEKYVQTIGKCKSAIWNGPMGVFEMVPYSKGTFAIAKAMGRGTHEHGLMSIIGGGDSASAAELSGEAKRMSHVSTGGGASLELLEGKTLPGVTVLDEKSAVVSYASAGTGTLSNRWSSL
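Recombinant glycosomal PGK reaction used 1,3-bisphosphoglycerate generated in-well by GAPDH (100nM final) in 100mM TEA pH 7.6, 5mM MgCl2, 0.01% Tween-20. After 60 minutes at room temperature, ATP was read by Kinase-Glo Plus luminescence end-point.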
12-LOX inh – blocks human arachidonate 12S-lipoxygenase; P18054; purified 12hLO, xylenol orange hydroperoxide absorbance; Potency, µM (series often up to 108 µM), for inactives: top-dose activity change, negative = inhibition, most hits filed as inhibitors; actives 1.1% (n = 580,000); further: on the % scale 0 is the no-effect control and ±100 the full control effect
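Hydroperoxide product was detected by ferrous iron/xylenol orange as the 573 to 405 nm absorbance ratio. Arachidonic acid at 40 uM (final) was turned over for 30 min at room temperature by 150 nM human 12hLO, pH 7.0 Hepes buffer, after 15 min compound preincubation.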
GLS inhibitor – blocks human kidney-isoform glutaminase activity; AID 624170; Potency, µM (doses to about 45.5 µM), without a hit: top-dose activity change, negative = inhibition, actives largely listed as inhibitors; actives 0.21% (n = 410,000); GLS enzymatic activity, qHTS titration; further: on the % scale 0 is the no-effect control and ±100 the full control effect
Target sequence (O94925 whole entry, looked up, canonical isoform): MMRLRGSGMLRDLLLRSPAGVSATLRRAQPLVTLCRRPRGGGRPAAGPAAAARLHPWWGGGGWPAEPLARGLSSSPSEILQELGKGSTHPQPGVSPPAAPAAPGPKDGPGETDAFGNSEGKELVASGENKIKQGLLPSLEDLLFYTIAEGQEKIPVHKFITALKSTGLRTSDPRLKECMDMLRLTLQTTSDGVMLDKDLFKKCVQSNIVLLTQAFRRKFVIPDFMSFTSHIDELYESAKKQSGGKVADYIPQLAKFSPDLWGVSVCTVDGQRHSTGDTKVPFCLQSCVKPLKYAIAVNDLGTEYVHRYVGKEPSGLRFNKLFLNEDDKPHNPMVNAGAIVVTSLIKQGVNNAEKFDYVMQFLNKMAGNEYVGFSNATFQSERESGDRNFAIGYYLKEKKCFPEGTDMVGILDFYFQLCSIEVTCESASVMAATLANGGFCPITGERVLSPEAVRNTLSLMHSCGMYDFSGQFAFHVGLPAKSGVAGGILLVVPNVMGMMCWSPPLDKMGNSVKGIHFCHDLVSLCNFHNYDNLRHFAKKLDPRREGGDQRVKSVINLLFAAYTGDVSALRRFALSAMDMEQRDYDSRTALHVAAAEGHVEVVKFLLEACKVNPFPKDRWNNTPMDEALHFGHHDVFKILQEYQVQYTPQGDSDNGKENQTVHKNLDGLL
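Two-point fluorescence kinetic (t0, 30 min RT) for hKGA; glutamate detected via glutamate oxidase–HRP–Amplex Red. Substrate: 1 mM L-glutamine solution; buffer 45 mM KH2PO4, pH 8.2.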
JMJD2A Tudor inh – inhibitors of human JMJD2A Tudor domain; O75164; AlphaScreen JMJD2A-Tudor / H3K4me3 peptide binding; Potency, µM (highest dose often 114 µM), for the others: at the highest dose activity change, negative = inhibition, usual class: inhibitors; actives 4.4% (n = 390,000); further: on the % scale 0 is the no-effect control and ±100 the full control effect; nearly all actives have a fitted effect of over 50% in size
RGS4 inhibitor – blocks human RGS4-accelerated GTP hydrolysis; Transcreener GDP fluorescence polarization, RGS4-accelerated GTP hydrolysis; Potency, µM (top dose mostly 114 µM), without a hit: at the highest dose activity change, negative = inhibition, usual class: inhibitors; actives 0.039% (n = 390,000); AID 504845; further: on the % scale 0 is the no-effect control and ±100 the full control effect; nearly all actives have a fitted effect of over 75% in size; some results filed as inactive show a strong effect at the top dose
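MLSMR compounds (23 nl, pin-transferred) preincubated 10 min at room temperature with a 500nM (2x) first reagent, then RGS4 at 900nM (2x) plus Transcreener GDP mix added; fluorescence polarization (620/688 nm) read before and after 90 min at 30 °C.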
ERG-DNA inh – blocks human ERG Ets domain binding to DNA | P11308 | fluorescence polarization, His-ERG Ets domain / labelled DNA | Potency, µM (titrated, usually from 76.9 µM), for the others: at the top dose FP activity, negative = inhibition, hits mostly inhibitors | actives 0.028% (n = 370,000); active means well fitted inhibition curve with a large enough effect in the polarisation, with a control signal flat; inconclusive means small, poorly fitted or top-dose-only effect, or effect the other way, or a change in a side signal; inactive means no such curve, though single readings can be large or run the other way; the % refers to the polarisation;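 further: polarization taken with two DNA probes labelled with fluorescein and Texas red; % of control where 0% means no effect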
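His-tagged ERG Ets domain (1 uM in the protein solution; 300mM KCl, 50mM Tris-HCl, 1mM EDTA, 1mM DTT, pH 7.5) received compound, then a probe mix of 5 nM fluorescein-DNA and 100nM Texas-615-DNA. Fluorescence polarization was read for both dyes.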
An asterisk follows results filed as active; i = inactive; ? = inconclusive; / = no result given; & = joins results of further samples; [ ] = another dose, or the depositor's remark. Unless noted, the call rests on the fitted dose curve; in most records, active means well fitted curve in the direction sought with a large enough effect; inconclusive means small, poorly fitted or top-dose-only effect, or another doubt; inactive means no such curve, though single readings can be large; an effect the other way counts as inactive or inconclusive. Potency means the concentration at half of the fitted maximal effect. This is a subset. The share of hits here may be higher or lower than overall.

SMILES	TrxR1 inh	Pin1 inh	HP1b chromo inh	Tb PGK inh	12-LOX inh	GLS inhibitor	JMJD2A Tudor inh	RGS4 inhibitor	ERG-DNA inh
Cc1cc2nncn2c(Cc2ccccc2)n1	-0.7%	-3.9%	30.9%	2.9%	0.0%	-1.6%	6.2%	-23.5%	0.4%
Cc1cc(Br)ccc1NC(=S)NC1CCCC1	0.5%	-2.0%	36.1%	-10.4%	13.4%	-4.4%	-10.3%	-9.8%	-9.2%
Cc1ccc(-c2n[nH]c3c2C(c2cccs2)N(c2ccc(Cl)cc2)C3=O)cc1 (configuration not stated)	4.1%	12.6%	49.7%[activator]	-7.4%	-20.7%	3.3%	-13.3%	-13.3%	-0.5%
c1ccc(-c2csc(Nc3cccnc3)n2)nc1	7.5%	-4.5%	29.4%	-0.9%	27.6%	4.1%	?	-37.4%	-2.7%
CCOc1ccc(CCNC(=O)c2ccc(Cl)c(S(=O)(=O)N3CCOCC3)c2)cc1OCC	15.6%[57.1 µM]	-2.5%	?	-8.6%	-20.5%	-16.4%	?	-3.5%	-0.9%
Cc1cc(O)c(/C=N/c2ccccn2)c(=O)o1	?	?	18.8%	-9.5%	?	3.1%	79.4µM*	-38.3%	24.2%
COC(=O)c1ccccc1NC(=O)c1cc2nc(C3CC3)cc(C(F)(F)F)n2n1	19.5%	-9.5%	-1.9%	-5.8%	-20.7%	0.3%	?	14.9%	-0.1%
CSC1=NCCCN1C(=O)c1c(-c2ccccc2Cl)noc1C	8.1%	-0.6%	30.0%	4.4%	0.0%	11.6%	-12.3%	20.2%	5.8%
CCOc1ccc(S(=O)(=O)N2CCN(C(=O)C3CC3C)CC2)cc1 (configuration not stated)	14.1%	-5.3%	32.0%	-11.6%	-5.5%	-3.4%	-11.0%	-14.9%	9.7%
Cc1c(CN2CCC(n3nccc3NC(=O)C3CCOC3)CC2)[nH]c2ccccc12 (configuration not stated)	5.1%	-8.8%	24.8%	-8.0%	-1.1%	-2.7%	-13.1%	-33.2%	-19.7%
O=C(c1cccc([N+](=O)[O-])c1)N1CCN(Cc2ccc3c(c2)OCO3)CC1	17.5%[57.1 µM]	-1.8%	26.1%	1.7%	-4.9%	6.3%	-9.8%	20.1%	0.8%
CCOC(=O)C(=O)/C(=C\N(C)C)c1onc(-c2ccccc2)c1C(=O)OC	5.0%[57.1 µM]	14.4%	33.3%	-2.1%	?	-2.0%	-34.8%	-20.4%	-6.6%
Cn1cnc2c1c(=O)n(Cc1cccc(Cl)c1)c(=O)n2C	4.2%[57.1 µM]	2.9%	10.8%	-5.2%	8.6%&23.5%	10.8%	8.4%	-26.3%	1.9%
Cc1cc(F)ccc1NC(=O)C(c1ccccc1)N1Cc2ccccc2C1=O (configuration not stated)	5.0%	0.6%	14.8%	i	?	1.3%	-13.2%	-9.8%	3.3%
COc1ccc(CNCCCSc2nnnn2C)c(OC)c1	4.3%	4.6%	49.4%[activator]	6.6%	-9.0%	-5.4%	-2.3%	-8.8%	3.3%
NS(=O)(=O)c1ccc(CCNC(=O)NC23CC4CC(CC(C4)C2)C3)cc1	29.1%	-5.7%	37.4%	-7.1%	-0.6%	6.5%	-17.1%	-20.5%	-7.5%
O=C1C2C3C=CC(O3)C2C(=O)N1N=Cc1cccc2ccccc12 (configuration not stated)	4.1%[2.29 µM]	1.6%	8.7%[57 µM]	-29.1%	?	-8.9%	-31.0%	-1.0%	-2.3%
O=C1CS/C(=N/N=C/c2cccs2)N1	1.7%[57.1 µM]	3.6%	24.6%	-7.0%	4.7%	-14.1%	-5.5%	-2.8%	12.5%
Cc1ccc(N2C(=O)c3ccccc3C2Nc2cccnc2)nc1 (configuration not stated)	9.6%[57.1 µM]	-3.2%	34.1%[activator]	i	?	0.1%	0.0%	3.1%	-8.8%
COc1ccc(C)cc1N(C(=O)Cn1nnc(-c2ccc(C)o2)n1)C(C(=O)NC1CCCC1)c1ccncc1 (configuration not stated)	13.4%[57.1 µM]	8.0%	34.2%	4.7%	-6.1%	-0.6%	0.7%	-18.9%	-6.2%
CCN1CCc2c(sc(NC(=O)c3ccc(S(=O)(=O)N(CC)c4ccccc4)cc3)c2C(N)=O)C1	4.4%[57.1 µM]	?	-7.3%	-0.3%	?	-25.3%	-27.2%	-28.1%	4.2%
O=C(Nc1nccs1)c1cn(-c2ccccc2)nc1-c1ccncc1	26.3%[57.1 µM]	80.5%[activator]	152.2%[activator]	1.7%	-1.5%	?	?	-53.6%	4.4%
CCCc1nc2sc(C(=O)OCC)c(N)c2c2c1COC(C)(C)C2	64.4%	-1.5%	12.1%	1.9%	19.4%	0.0%	5.5%[11.4 µM]	7.5%[11.4 µM]	1.2%
COc1ccc(NC(=O)Cc2cccc3ccccc23)cc1	16.7%	-1.0%	35.4%	-4.5%	-3.0%	0.3%	-7.1%	-9.1%	3.7%
Cc1ccc(NC(=O)CSC(C)C(=O)OC(C)C(=O)NC2CCCCC2C)cc1 (configuration not stated)	10.0%	4.5%	24.1%	-6.9%	3.6%	-1.9%	-15.2%	18.2%	-2.7%
Next results.
SMILES	TrxR1 inh	Pin1 inh	HP1b chromo inh	Tb PGK inh	12-LOX inh	GLS inhibitor	JMJD2A Tudor inh	RGS4 inhibitor	ERG-DNA inh
CCc1ccccc1NC(=O)c1cc(-c2cccc(O)c2)on1	5.9%[57.1 µM]	4.8%	37.5%	-5.8%	15.9%	-4.8%	-17.6%	-17.3%	2.2%
COc1cnc(-c2ccccc2)nc1Oc1ccc(Cl)cc1C	-18.3%	0.9%	22.5%	-6.8%	1.0%	-0.5%	-14.1%	-5.0%	-0.8%
CCC(C(=O)Nc1cccnc1)n1c(=O)[nH]c2ccccc2c1=O (configuration not stated)	29.1%	0.6%	27.1%	i	?	-2.0%	12.5%	2.9%	5.6%
COc1cc(/C=N/N=C2/NC(=O)C(Cc3ccccc3)S2)ccc1O (configuration not stated)	-18.7%	-5.4%	34.0%	5.7%	9.2%	7.5%	-9.9%	-5.9%	8.9%
Clc1ccccc1CSc1cnnc2ccccc12	18.5%	-4.3%	11.9%	-2.9%	?	-2.9%	-7.6%	-10.9%	-2.9%
Cn1c(SCC(=O)Nc2ccccc2F)nnc1C1CCCCC1	-11.8%	-0.3%	7.4%	7.3%	-9.7%	0.0%	-9.0%	33.4%	-8.0%
COC(=O)c1ccc(CSc2nc3c(c(=O)n2-c2ccc(F)cc2)SCC3)o1	10.3%	6.0%	-2.9%	4.0%[11.5 µM]	1.5%	4.7%	?	-3.6%	/
NC(=O)C[n+]1ccc(/C=N/O)cc1	3.3%	-1.1%	52.3%[activator]	/	-6.6%	6.0%	3.9%	-10.9%	5.8%
N=c1sccn1CC(=O)NCCc1ccc(Cl)cc1Cl	1.2%	-7.3%	26.2%	-0.8%	-14.0%	1.2%	-16.6%	3.5%	-4.2%
CC(=O)c1ccc(NC(=O)CSc2nccn2C2CCCC2)cc1	12.3%[57.1 µM]	-11.1%	16.8%	-7.2%	-13.8%	-1.3%	-16.3%	-13.1%	0.2%
Cc1cccc(-n2ncc(Cl)c(Cl)c2=O)c1	44.7µM*	-3.6%	30.5%	-6.7%	8.7%	0.1%	-9.5%	-23.4%	-7.3%
O=C(CCNS(=O)(=O)c1ccccc1)OCC(=O)c1ccc(Br)cc1	6.1%	2.5%	-7.1%	3.9%	-17.0%	-2.7%	-18.7%	-4.5%	1.9%
COc1ccccc1OCCSc1nc2ccccc2n1CC(O)CO (configuration not stated)	12.3%	-7.7%	31.1%	9.4%	14.8%	-3.3%	-1.3%	5.9%	5.3%
COC(=O)c1cccnc1NC(=S)NNC(=O)c1ccccc1	?	3.3%	26.0%	-4.0%	-2.9%	6.7%	-2.2%	13.8%	-8.2%
Cc1cccc(C(=O)N2[C@@H](C(C)C)COc3cc(Br)ccc3S2(=O)=O)c1	5.8%	16.2%	62.3%	i	-8.5%	2.3%	-23.0%	-51.9%	9.6%
CC12CCC(C(=O)NCCN3CCCCC3)(CC1=O)C2(C)C (configuration not stated)	19.1%	-0.4%	5.5%	/	3.1%	4.1%	-11.7%	1.8%	0.1%
CCc1ccc(-n2c(=O)c3ccccc3n(Cc3ccccc3C#N)c2=O)cc1	17.5%	0.2%	4.1%	-1.1%	-8.9%	-3.6%	-12.6%	18.9%	-0.1%
COc1cc(/C=C2\SC(=S)N(C(C(=O)O)c3ccccc3)C2=O)cc(OC)c1OC (configuration not stated)	-0.2%	-4.8%	-16.0%	-2.0%	?	-8.5%	-31.0%	-25.0%	42.5%[activator]
COc1ccc(CNC(=O)CN(Cc2ccc(OC)cc2)C(=O)CCC(=O)Nc2nccs2)cc1	28.3%	2.8%	41.8%[activator]	-9.4%	-23.0%	-1.6%	2.8%	-3.3%	-11.6%
CCN1C(=O)c2ccccc2Sc2ccc(C(=O)NCCN3CCOCC3)cc21	4.7%	-2.8%	26.1%	i	-12.9%	-1.9%	-13.8%	13.8%	-14.6%
O=C(COC(=O)C1CC2CCCC(C1)C2=O)NNC(=O)c1ccccc1F (configuration not stated)	-6.3%	-0.5%	24.2%	7.4%	0.6%	13.1%	-2.1%	0.1%	-0.5%
COc1ccc(NC(=O)CN(C)C(=O)c2cc(-c3ccc(Cl)cc3)nc3ccccc23)cc1	-10.4%	25.0%	18.2%	-8.5%	?	-10.8%	-27.6%	-33.1%	-15.5%
C[C@H](NC(=O)c1ccco1)C(=O)NNC(=O)c1ccc(F)cc1	-0.2%	3.6%	38.1%[activator]	i	-2.7%	-14.1%	4.8%	-8.9%	-29.3%
